# 14-3-3g Raf: modulators of human 14-3-3 gamma - Raf peptide interaction; P61981; FP, 14-3-3gamma / TMR-pS259-Raf peptide binding; inhibition, % at 40 µM; actives 0.19% (n = 160,000); in the data active = inhibition above about 30%;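 note: 0% = protein plus tracer without compound and 100% = blank with tracer alone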
# Target sequence (P61981 whole entry, looked up): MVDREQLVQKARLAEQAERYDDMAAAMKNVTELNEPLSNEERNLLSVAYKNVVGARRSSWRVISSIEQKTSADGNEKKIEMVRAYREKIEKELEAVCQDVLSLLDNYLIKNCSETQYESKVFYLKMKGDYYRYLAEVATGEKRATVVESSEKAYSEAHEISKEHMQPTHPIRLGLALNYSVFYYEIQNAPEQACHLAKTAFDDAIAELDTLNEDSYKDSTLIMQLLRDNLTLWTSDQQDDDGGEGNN
# Numbers without * were called inactive; & = joins results of further samples. Some of the compounds tested; count on the stated rates, not on these rows.
SMILES,14-3-3g Raf
O=C(O)Cc1cc2c(s1)CCCCC2,-4
Cn1cccc1Cc1nnc(SCC(=O)Nc2cccc(F)c2)n1-c1ccc(F)cc1,-1
CCCCSc1nc2c(cnn2-c2ccccc2)c(=O)[nH]1,9
C=CCN1C(=O)c2ccccc2Sc2ccc(C(=O)NC)cc21,7
Cc1ccc(-c2nn(-c3ccccc3)cc2C2CC(c3cccs3)=NN2C(=O)CCC(=O)O)cc1 (centres undefined),-6
CCOc1ccc(NC(=O)C2CCC(C)(C(=O)O)C2(C)C)cc1 (centres undefined),-4
CCOc1ccc(C2NC(=O)NC(C)=C2C(=O)Nc2cccc(C)c2C)cc1 (centres undefined),-10
CCOc1ccccc1Nc1nc(-c2sc(NC(=O)c3ccccc3)nc2C)cs1,-10
COc1ccc(C(C(=O)Nc2ccc3c(c2)OCCO3)N(C)C(=O)Cc2cccs2)cc1 (centres undefined),0
COc1ccc(N=c2oc3c(C)ncc(CO)c3cc2C(=O)Nc2ccc(Cl)cc2)cc1OC,-4
Cc1nn(-c2ccccc2)c(OC(=O)c2ccc(Cl)c([N+](=O)[O-])c2)c1S(=O)(=O)c1ccc([N+](=O)[O-])cc1,-3
C=CCNS(=O)(=O)c1ccc(F)c(C(=O)Nc2ccc(C(C)C)cc2)c1,-4
CC(=O)N1CCN=C1SCc1ccc(Br)cc1,4
CCOC(=O)c1cnc2c(C)cc(C)cc2c1Nc1ccc(Cl)cc1C,-6
Cc1ccc(NC(=O)c2sc3ncn(Cc4ccccc4Cl)c(=O)c3c2C)c(Br)c1,1
FC(F)(F)c1cc(-c2ccccc2)nc2cc(-c3ccccc3)nn12,8
C#Cc1cccc(N2C(=O)c3ccc(C(=O)O)cc3C2=O)c1,1
O=C(c1ccc(-c2ccccc2)cc1)N1CCN(Cc2c[nH]c3ccccc23)CC1,-15
O=C(Nc1cc(Oc2ccccc2)cc([N+](=O)[O-])c1)c1cc2nc(-c3ccco3)cc(C(F)(F)F)n2n1,-9
Cc1csc(SCc2c(C(=O)O)oc3ccccc23)n1,-5
Cc1ccc(N(Cc2ccc(C(=O)NCc3ccccc3)cc2)S(C)(=O)=O)cc1C,-4
Cc1cc(Nc2ccccc2Br)n2nc(C)nc2n1,0
O=C(O)c1ccc(-n2c(C=Cc3cc(Br)ccc3O)nc3ccccc3c2=O)cc1,-14
Cc1ccc(S(=O)(=O)Nn2c(C)ccc2C)cc1,-6
CCCCC(=O)NCc1ccc2c(c1)cc(C)n2C,0
COc1cc(-c2noc(C3CCCN(S(=O)(=O)c4cccc(Cl)c4)C3)n2)cc(OC)c1OC (centres undefined),-2
CN(C)S(=O)(=O)c1ccc(/C(O)=C2\C(=O)C(=O)N(Cc3cccnc3)C2c2ccco2)cc1 (centres undefined),6
O=C(CSc1nnc(COc2ccccc2)n1-c1ccccc1)NC1CCCCC1,11
CC1(C)OC(=O)N(C2CC2)C1(C)O (centres undefined),-2
COC(=O)Nc1c(C)n(C)n(-c2ccccc2)c1=O,5

# Ordered by molar mass (falling): some entries from above.
SMILES,14-3-3g Raf
O=C(Nc1cc(Oc2ccccc2)cc([N+](=O)[O-])c1)c1cc2nc(-c3ccco3)cc(C(F)(F)F)n2n1,-9
Cc1ccc(NC(=O)c2sc3ncn(Cc4ccccc4Cl)c(=O)c3c2C)c(Br)c1,1
COc1cc(-c2noc(C3CCCN(S(=O)(=O)c4cccc(Cl)c4)C3)n2)cc(OC)c1OC (centres undefined),-2
Cc1ccc(-c2nn(-c3ccccc3)cc2C2CC(c3cccs3)=NN2C(=O)CCC(=O)O)cc1 (centres undefined),-6
COc1ccc(N=c2oc3c(C)ncc(CO)c3cc2C(=O)Nc2ccc(Cl)cc2)cc1OC,-4
O=C(O)c1ccc(-n2c(C=Cc3cc(Br)ccc3O)nc3ccccc3c2=O)cc1,-14
COc1ccc(C(C(=O)Nc2ccc3c(c2)OCCO3)N(C)C(=O)Cc2cccs2)cc1 (centres undefined),0
CCOc1ccccc1Nc1nc(-c2sc(NC(=O)c3ccccc3)nc2C)cs1,-10
Cc1ccc(N(Cc2ccc(C(=O)NCc3ccccc3)cc2)S(C)(=O)=O)cc1C,-4
CCOc1ccc(C2NC(=O)NC(C)=C2C(=O)Nc2cccc(C)c2C)cc1 (centres undefined),-10
FC(F)(F)c1cc(-c2ccccc2)nc2cc(-c3ccccc3)nn12,8
CCOc1ccc(NC(=O)C2CCC(C)(C(=O)O)C2(C)C)cc1 (centres undefined),-4
Cc1cc(Nc2ccccc2Br)n2nc(C)nc2n1,0
CC(=O)N1CCN=C1SCc1ccc(Br)cc1,4
C#Cc1cccc(N2C(=O)c3ccc(C(=O)O)cc3C2=O)c1,1
CCCCC(=O)NCc1ccc2c(c1)cc(C)n2C,0
O=C(O)Cc1cc2c(s1)CCCCC2,-4
CC1(C)OC(=O)N(C2CC2)C1(C)O (centres undefined),-2

# (cont.)
SMILES,14-3-3g Raf
COc1ccc(N=Cc2ccc(Br)o2)cc1,-327
Cc1nnc(NC(=O)c2sc3ccccc3c2Cl)s1,1
O=c1ccc2cc(S(=O)(=O)N3CCN(c4ccccc4)CC3)ccc2o1,-1
CCN(CC)C(C(=O)NC1CCCCC1)c1ccc(C)cc1 (centres undefined),-6
Cc1cccc(-c2nnc3sc(-c4ccccc4C)nn23)c1,-5
O=C(c1ccc(F)cc1)N1CCN=C1SCc1ccc(Br)cc1,-2
Cc1ccc(C)n1-c1sc2c(c1C#N)CCCC2,-17
CCOc1ccccc1NC(=O)c1cc(CC(C)C)oc1C,-7&-9
CC(=O)c1c(C)[nH]c(C(=O)N2CC(C)CC(C)C2)c1C (centres undefined),-10
Clc1ccc2nc(-c3ccc(Br)cc3)cn2c1,-3
C=C(C)Cc1c(C)nc(N)[nH]c1=O,1
COC(=O)c1cccc(COC(=O)c2ccccc2NC(=O)c2ccco2)c1,-3
O=C(CCS(=O)(=O)c1ccccc1)Nc1cccc(C(F)(F)F)c1,3
COCCCNC(=O)C1CCN(c2ncccn2)CC1,0
COc1ccc(-c2nc(C#N)c(NCc3ccc(C)cc3)o2)cc1OC,-2
CC1(C)C(=O)OC(c2cccc([N+](=O)[O-])c2)C(C)(C)C1=O (centres undefined),-1
O=C(CCn1c(=S)[nH]c2cc3c(cc2c1=O)OCO3)N1CCN(c2cccc(C(F)(F)F)c2)CC1,-8
Cc1ccc2cc3cc(C(=O)NCCN(C)C)oc3nc2c1,8
O=C(Cn1cnc2c(nnn2-c2ccccc2)c1=O)N1CCCc2ccccc21,3
COc1ccc(C(=O)Nc2ccc3nn(-c4ccc(C)cc4)nc3c2)cc1Br,-17
Cc1cc(C)n(S(=O)(=O)Cc2ccccc2)n1,-1&-8
N#Cc1ccccc1N1C(=O)C2C3C=CC(CC3)C2C1=O (centres undefined),-4
CCOc1ccc(NC2=NCCCCC2)cc1,-19
Cc1ccc(-c2noc(CCC(=O)Nc3ccccc3C)n2)cc1,1
O=C(CSc1nc2ccccc2nc1Cc1ccc(F)cc1)NCc1ccccc1,-7
CC(=O)Oc1ccc(N2C(=O)c3cccnc3C2=O)c(C)c1,-6
COC(=O)C1=C(C)N=C2SCCC(=O)N2C1c1cc(Br)ccc1OC (centres undefined),0
Cc1ccccc1-c1nc(CN2CCC(C(=O)NCCCN3CC(C)CC(C)C3)CC2)c(C)o1 (centres undefined),-14
COc1ccc(CNC(=O)C2CCN(S(=O)(=O)c3ccccc3)CC2)cc1,-6
CCc1cccc(NC(=O)Cn2nc(-c3ccc(OC)cc3)ccc2=O)c1,-14
CCOc1cc2[nH]c(=S)n(CCN3CCCCC3C)c(=O)c2cc1OCC (centres undefined),-6
COc1cccc2sc(=NC(=O)c3ccc(S(=O)(=O)N(C)C)cc3)n(C)c12,0
CC(C)Cn1c(C(C)NC(=O)Cc2ccccc2)nc2ccccc21 (centres undefined),-1
CC1(C)CC(=O)C=C(Nc2ccc(OCC(F)(F)C(F)F)cc2)C1,-7
CCC1CCCCN1C(=O)COC(=O)c1cc2ccccc2cc1O (centres undefined),3
CCC(C)OC(=O)C1=C(C)NC2=C(C(=O)CC(c3ccc(OC)cc3)C2)C1c1ccc(OC)c(OC)c1 (centres undefined),-11
O=S(=O)(NCc1ccco1)c1ccccc1,0
Cc1onc(-c2ccccc2Cl)c1C(N)=O,-3
O=C1Nc2ccccc2C12Oc1ccccc1C1CC(c3ccccc3)=NN12 (centres undefined),-22
O=C1c2ccc(F)cc2C(=O)N1C1CCCCCCC1,-8
CN(C)c1nc(N(C)C)nc(N(C)C)n1,0&-6
O=C(Cc1ccc(-n2c(=O)[nH]c3ccccc3c2=O)cc1)NC1CCCC1,-1
COC(=O)c1ccc2ccn(CC(=O)NC(C)C)c2c1,3
CC(C)(C)c1ccc(NC(=O)c2ccc(C(=O)c3ccccc3)o2)cc1,-4
CC(c1cccnc1)N(C(=O)Nc1ccc(Cl)cc1)C1CCCCC1 (centres undefined),1
COc1ccccc1NS(=O)(=O)c1c(C)nn(C)c1C,-2
CS(=O)(=O)N1CCn2c(nc3ccccc32)C1,2
Cc1ccc(C(=O)OCC(=O)Nc2ccccc2)cc1NC(=O)c1ccco1,0
COc1ccc(CNC(=O)COC(=O)c2n[nH]c3ccccc23)cc1OC,-10
O=C(OCc1ccccc1[N+](=O)[O-])c1ccc([N+](=O)[O-])cc1,6
Nn1c(SCC(=O)Nc2ccc(S(=O)(=O)N3CCCC3)cc2)nnc1C(F)(F)F,-5
O=c1c2cc(N3CCOCC3)ccc2nc(SCc2ccc(F)cc2)n1Cc1ccc2c(c1)OCO2,-6
CCOc1ccc(C(=O)Nc2ccc(S(=O)(=O)Nc3nccnc3OC)cc2)cc1,-2
COc1ccccc1NC(=O)c1ccc(-c2ccccc2F)o1,-6
COc1ccc(C2C(C(=O)NC3CCCC(C)C3C)c3ccccc3C(=O)N2C)cc1 (centres undefined),-25
CCn1c(=O)cc(OCC(=O)Nc2nc(C)cs2)c2ccccc21,-2
COc1ccc(NC(=O)c2cccc(N3C(=O)C4CCC(C)CC4C3=O)c2)c(OC)c1 (centres undefined),-7
C=C(C)c1cccc(C(C)(C)NC(=O)N2CCCc3ccccc32)c1,-9
CCCCCCCSc1n[nH]c(=O)[nH]c1=O,-2
Cc1nc(SCc2nnc(-c3ccc(Cl)cc3)o2)c(C#N)c(C)c1C,-8

# Next entries:
SMILES,14-3-3g Raf
O=C(c1cccc(-n2cnnn2)c1)N1CC=C(c2ccccc2)CC1,-4
COC(=O)c1ccccc1Nc1ccccc1,4&1
COc1cc2c(cc1OC)C(Nc1ccc(Br)cc1)=NC(C)(C)C2,-6
COCCCn1c(SCC(=O)NC2CCCC2)nnc1-c1ccco1,-2
Cc1ccc(C)c(NC(=O)CC(NCCCN2CCOCC2)C(=O)O)c1 (centres undefined),5
COc1ccc(Cc2nnc(SCC(=O)Nc3ccc(C)cc3C)o2)cc1,2
COc1ccc(C2CC(C(F)(F)F)n3nc(C(=O)Nc4cccc(C(C)O)c4)c(Cl)c3N2)cc1OC (centres undefined),-14
Cc1nc2c(C(=O)NC(c3ccccc3)c3ccccc3)cnn2c(C)c1Cc1ccccc1,3
CC1(C)NC(=O)N(CC(O)CN2C(=O)CCC2=O)C1=O (centres undefined),-10&3
O=S(=O)(c1ccc(Cc2ccc(S(=O)(=O)N3CCOCC3)cc2)cc1)N1CCOCC1,8
Cn1cc(C(=O)NCCN2CCCC2)c(=O)c2cc(S(=O)(=O)N3CCOCC3)ccc21,-5
Cn1c(=O)[nH]c2cc3ccccc3cc21,1&-7
O=C(COc1ccc(Cl)cc1)Nc1c[nH]c(=O)[nH]c1=O,0
O=c1oc2ccc(Br)cc2cc1-c1nc2ccccc2o1,-2
CCOc1ccc(C(=O)Nc2cccc(-c3nc4ccccc4s3)c2)cc1[N+](=O)[O-],-52
Cn1ccnc1C(O)c1ccccc1 (centres undefined),3
NS(=O)(=O)c1ccc(NC(=O)COC(=O)c2cccc(N3C(=O)CCC3=O)c2)cc1,-6
O=c1c2cccc3c2c(nn1Cc1ccccc1Cl)-c1ccccc1-3,-15
NC(=O)c1c(Cl)ncc2c1NCC2,-3
CCOc1cccc(C2CC(c3ccc(C)cc3)=NC(c3ccccc3OC)N2)c1O (centres undefined),12
CCCCC(C(=O)OC(C)C)N1C(=O)C2C3c4ccccc4C(c4ccccc43)C2C1=O (centres undefined),-4
O=C1C(=O)N(CCN2CCOCC2)C(c2ccncc2)/C1=C(/O)c1ccc2c(c1)OCO2 (centres undefined),1
Cn1c(/C=N/n2cnnc2)nc2ccccc21,1
O=C(CC(=O)c1ccccc1)C(=O)Nc1ccc(Cl)cc1,-9
CCOc1ccccc1NC(=O)c1ccc(C)o1,-3
CC(C)Oc1cccc(C(=O)Nc2ccc(NC(=O)c3ccco3)cc2)c1,2
CC1CC(C)CN(S(=O)(=O)c2ccc(C(=O)Nc3nc4c(cc5c6c(cccc64)CC5)s3)cc2)C1 (centres undefined),-21
O=C1OCCC1Sc1nnc(-c2ccc(Br)cc2)o1 (centres undefined),-5
COc1ccc(NC(=O)C2CCC(Cn3c(=S)[nH]c4ccccc4c3=O)CC2)c(OC)c1 (centres undefined),-22
CCOC(=O)c1sc2nc(SCC#N)n(CCC3=CCCCC3)c(=O)c2c1C,-3
CCOC(=O)c1cc(-c2ccccc2)sc1NC(=O)CSc1nnc2c3ccccc3n(C)c2n1,-35
Cn1c(C(=O)N2CCN(c3ccccn3)CC2)cc2c(=O)[nH]c3ccccc3c21,-23
O=C(Cc1ccc(Nc2nc(=S)[nH]c3ccccc23)cc1)NC1CCCC1,-5
CCCCCn1c(=O)c(Cc2ccccc2)c(O)c2ccccc21,-11
CCC(C)NC(=O)CN(Cc1ccccc1)S(=O)(=O)c1ccc(Br)cc1 (centres undefined),1
CN1CCC(N(C)C(=O)c2ccccc2F)CC1,-11
N#Cc1ccccc1Sc1ccccc1C(=O)OCC(=O)N1CCN(C(=O)c2ccco2)CC1,3
CC(C)=CCC(C)(C)CNC(=O)NC1CCCCC1,8
CC(=O)c1cc(-c2ccccc2)n(CC(=O)N2CCN(C3CCCC3)CC2)c1C,6
CCc1ccc(CNc2ccc3c(c2)ncn3CC)cc1,1
COc1ccc(C2C(=O)N(C3CCCCCC3)CC(=O)N2CCc2ccccc2)cc1OC (centres undefined),3
COc1ccccc1N1CCN(C(c2cccs2)C(C)NC(=O)c2cccs2)CC1 (centres undefined),-4
